# IL2 activator: IL-2 activation; IL-2 activation reporter assay, cell-based qHTS; stimulated with anti-CD3/CD4/CD28 beads; in transgenic mouse T cells; activation, % (series mostly up to about 46 µM); 360,000 compounds, 0.065% hits; in the data active = activation above about 50%; inconclusive = mostly about 30% to 49%; also: 0% is about no effect
#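 Readout is EGFP and DsRed signal by fluorescent plate cytometry after 18 h at 37 degrees C. Transgenic mouse T cells (750/well) received compound for 60 min before bead stimulation (anti-CD3, anti-CD4, anti-CD28); memory T cells served as non-tolerant control.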
# PLK1 PBD inh: PLK1 (human) polo-box domain binding inhibition; Plk1 PBD binding of FITC phosphopeptide, fluorescence polarization; 360,000 compounds, 2.8% hits; Potency, µM, for the others: max response, negative = inhibition, hits mostly inhibitors; P53350; also: potency is read from the fitted curve at half-maximal effect; series mostly up to about 57 µM; % is scaled to controls: 0 for no effect and ±100 for the full control effect; nearly all actives have a fitted effect of over 65% in size
# Target sequence (P53350 whole entry, looked up, the tested form may be a part): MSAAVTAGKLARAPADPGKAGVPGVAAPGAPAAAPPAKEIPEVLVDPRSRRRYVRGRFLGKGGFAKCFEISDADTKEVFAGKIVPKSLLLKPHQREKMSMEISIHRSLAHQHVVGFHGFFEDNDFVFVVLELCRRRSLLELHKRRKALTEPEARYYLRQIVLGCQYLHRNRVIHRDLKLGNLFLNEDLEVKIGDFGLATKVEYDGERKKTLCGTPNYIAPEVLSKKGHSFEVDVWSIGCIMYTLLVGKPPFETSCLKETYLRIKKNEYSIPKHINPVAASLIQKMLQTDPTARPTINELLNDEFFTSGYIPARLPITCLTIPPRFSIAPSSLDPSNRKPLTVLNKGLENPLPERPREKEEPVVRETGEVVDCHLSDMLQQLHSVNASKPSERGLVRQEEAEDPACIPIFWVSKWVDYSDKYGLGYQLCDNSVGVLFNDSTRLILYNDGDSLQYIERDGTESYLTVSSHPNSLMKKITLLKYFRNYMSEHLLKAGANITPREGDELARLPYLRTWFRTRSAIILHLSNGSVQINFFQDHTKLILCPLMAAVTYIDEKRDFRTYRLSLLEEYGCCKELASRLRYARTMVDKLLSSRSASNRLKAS
# WRN helicase inh: inhibitors of human WRN helicase | WRN helicase unwinding, fluorescent forked duplex, kinetic | Potency, µM (series often up to 114 µM), for inactives: top-dose activity change, negative = inhibition, hits mostly inhibitors | 360,000 compounds, 0.46% hits | AID 651768; also: potency is read from the fitted curve at half-maximal effect; % is scaled to controls: 0 for no effect and ±100 for the full control effect; nearly all actives have a fitted effect of over 55% in size
#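 Kinetic red-fluorescence monitoring (525/598 nm) tracks WRN helicase activity after 100 nM fluorophore-quencher forked duplex and 2 mM ATP are added to 20 nM enzyme pretreated 15 min at room temperature with compound.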
# Abeta yeast res: A-beta toxicity reversal in yeast | 410,000 compounds, 0.063% hits | Potency, µM (highest dose often 46.1 µM), for inactives: top-dose growth rescue, hits mostly activators | yeast expressing A-beta42, growth rescue, OD600, 48 h; response scale: 0% DMSO, 100% iron-clioquinol control; also: potency is read from the fitted curve at half-maximal effect; nearly all actives have a fitted effect of over 55% in size
#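 Yeast growth medium received pinned compounds, then yeast cells expressing toxic A-beta were added; plates incubated at 30 C for 48 hr. Growth read as absorbance at 600 nm, normalized to DMSO and equimolar FeCl3 plus clioquinol controls.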
# PI5P4K alpha inh: blocks human PI5P4K alpha kinase activity. PI5P4Kalpha enzyme, ADP-Glo luminescence, 60 min; stronger effect = lower value. max response, %. 330,000 compounds, 1.2% hits. P48426; active = max response of -50% or lower; inconclusive = between -30% and -50%; inactive = -30% or higher; also: value at the top dose of about 77 µM; % is scaled to controls: 0 for no effect and ±100 for the full control effect
# Target sequence (P48426 whole entry, looked up): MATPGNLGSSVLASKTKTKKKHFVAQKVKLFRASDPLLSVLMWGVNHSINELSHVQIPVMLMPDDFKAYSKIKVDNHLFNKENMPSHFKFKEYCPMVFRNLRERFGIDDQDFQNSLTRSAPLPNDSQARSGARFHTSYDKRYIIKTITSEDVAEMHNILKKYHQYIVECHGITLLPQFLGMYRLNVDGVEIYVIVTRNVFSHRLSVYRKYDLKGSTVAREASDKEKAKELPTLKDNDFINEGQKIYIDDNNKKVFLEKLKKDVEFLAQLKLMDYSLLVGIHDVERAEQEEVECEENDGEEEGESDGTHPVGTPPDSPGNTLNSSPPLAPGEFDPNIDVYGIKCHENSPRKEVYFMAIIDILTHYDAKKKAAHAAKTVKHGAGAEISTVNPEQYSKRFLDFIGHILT
#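 qHTS, 1536-well: enzyme/substrate mix, compound by pin tool, 5 microM ATP final; RT 60 min; ADP-Glo reagents 1 (45 min) then 2 (30 min); luminescence.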
# EPAC1 antag: blocks human EPAC1 exchange factor | EPAC1 GEF assay, Rap1b-BODIPY-GDP exchange fluorescence | Potency, µM (highest dose often 115 µM), inactives show top-dose activity change, negative = inhibition, most hits filed as inhibitors | 360,000 compounds, 0.14% hits | O95398;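 also: potency is read from the fitted curve at half-maximal effect; plate controls were vehicle for no effect and positive control for full effect; nearly all actives have a fitted effect of over 50% in size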
# FUS suppressor: suppressors of FUS proteinopathy in yeast. S. cerevisiae FUS-expressing, growth rescue, OD600, 24 h. Potency, µM (top dose mostly 76.6 µM), without a hit: at the highest dose growth rescue (activation), usual class: activators. 390,000 compounds, 0.24% hits. AID 1347120;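 also: potency is read from the fitted curve at half-maximal effect; plate controls were DMSO vehicle for no effect and reference control for full effect; nearly all actives have a fitted effect of over 55% in size; some results filed as inactive show a strong effect at the top dose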
#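 Yeast FUS proteinopathy model; galactose-induced FUS (2%), starting OD 0.005. Cpds in dilution series, 24hr, 30C, 99% humidity. Abs 600 nm growth. Pos ctrl CP55940 (top 92uM final); neg ctrl DMSO.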
# EPAC1 ag: activates human EPAC1 exchange factor. O95398. EPAC1 agonist qHTS, biochemical assay; response scale: 100% = response to 6.5 mM cAMP. Potency, µM (series often up to 154 µM), without a hit: top-dose activation, usual class: activators. 360,000 compounds, 0.073% hits. AID 720707; also: potency is read from the fitted curve at half-maximal effect; nearly all actives have a fitted effect of over 60% in size
#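 Multi-concentration qHTS readout: loss of Rap1B-bound BODIPY-GDP fluorescence driven by 100 nM EPAC1 with excess GDP (50 uM), monitored kinetically at room temperature; agonist response expressed relative to 6.5 mM cAMP.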
# * = called active by the depositor; ? = inconclusive; · = no result given; & = joins results of further samples; [ ] = another dose, or the depositor's remark. Unless noted, calls follow the shape of the dose curve; as a rule, active = well fitted curve in the direction sought with a large enough effect; inconclusive = small, poorly fitted or top-dose-only effect, or another doubt; inactive = no such curve, though single readings can be large; an effect the other way counts as inactive or inconclusive.
Molecule	IL2 activator	PLK1 PBD inh	WRN helicase inh	Abeta yeast res	PI5P4K alpha inh	EPAC1 antag	FUS suppressor	EPAC1 ag
Cc1cccnc1CCNC(=O)CCc1nnc(-c2ccccc2)o1	-2.4	-4%	-2%	12%	7	6%	7%	11%
Cc1cc(C)cc(NC(=O)COC(=O)C2CC3C=CC2C3)c1 (centres undefined)	0.6	0%	7%	8%	3	-12%	-30%	0%
O=C(NC1=NCCS1)c1ccc(C(F)(F)F)cc1	-2.8	-6%	-8%	-13%	14	-3%	-18%	-1%
COc1ccc(C(=O)O)cc1S(=O)(=O)N1CCSCC1	0.3	-1%	7%	-4%	-2	6%	10%	-4%
O=C(NC1=C(Nc2ccc(Cl)cc2)C(=O)c2ccccc2C1=O)c1ccccc1	5.1	-20%	-11%	10%	?	5%	·	-23%
O=S(=O)(c1cc(Cl)ccc1Cl)n1ccnc1	-0.3	-9%	3%	-20%	3	-2%	18%	12%
CNc1nc(-c2cccc(C(=O)N(C)C)c2)cn2ccnc12	0.3	-3%	1%	-2%	0	-7%	-22%	-14%
CCOC(=O)N1CCN(C(=O)c2ccc3c(=O)n(-c4ccc(OC)cc4OC)c(=S)[nH]c3c2)CC1	0.8	-14%	-4%	8%	7	-13%	9%	0%

# Profiles from above. Screens in order: IL2 activator | PLK1 PBD inh | WRN helicase inh | Abeta yeast res | PI5P4K alpha inh | EPAC1 antag | FUS suppressor | EPAC1 ag
# Cc1cc(C)cc(NC(=O)COC(=O)C2CC3C=CC2C3)c1 (centres undefined) in the list: 0.6 | 0% | 7% | 8% | 3 | -12% | -30% | 0%
# O=S(=O)(c1cc(Cl)ccc1Cl)n1ccnc1 in the list: -0.3 | -9% | 3% | -20% | 3 | -2% | 18% | 12%

# New compounds follow:
Molecule	IL2 activator	PLK1 PBD inh	WRN helicase inh	Abeta yeast res	PI5P4K alpha inh	EPAC1 antag	FUS suppressor	EPAC1 ag
O=C(CCN1C(=O)S/C(=C/c2ccc(Cl)cc2)C1=O)N1CCOCC1	-3.4	-8%	4%	-14%	5	-7%	-18%	-3%
O=C(NCCc1ccccc1Cl)C1CCN(S(=O)(=O)c2cccs2)CC1	-0.9	6%	-11%	7%	·	1%	6%	9%
CCc1cccc(NC(=O)CN(c2ccc(OC)cc2)S(=O)(=O)c2c(C)n[nH]c2C)c1	-1.6	2%	-16%	8%	0	-2%	21%	4%
Cc1ccccc1C(=O)NC1CCN(Cc2nnnn2CCc2ccccc2)CC1	-3.8	2%	-4%	-1%	-4	7%	-1%	-4%
COc1nnc(-c2ccc(N3CCCCC3)c(NC(C)=O)c2)c2ccccc12	-2.5	-4%	-1%	10%	0	12%	15%	-4%
O=C(CC(=O)Nc1ccc(Cl)cc1Cl)Nc1ccc(Cl)cc1Cl	-0.7	30µM*	14%	-19%	-5	-6%	-19%	7%
COC(=O)c1ccccc1NC(=O)Cn1cnc([N+](=O)[O-])c1	0.2	-19%	0%	10%	3	11%	0%	-1%
COc1cc(NC(=O)c2cc(-c3cccs3)on2)cc(OC)c1OC	-0.2	-5%	-8%	-24%	0	6%	·	-1%
COC(=O)c1ccc(N2CCN(C)CC2)c(NC(=O)COc2ccccc2)c1	-3.5	-11%	1%	-3%	-3	-9%	10%	6%
Cc1c(C(N)=O)sc2nc(-c3ccccc3)cn12	-0.1	-9%	-2%	-9%	-1	-13%	·	6%
O=C(CSc1ncnc2c1oc1ccccc12)NC1CCCC1	-3.2	-17%	2%	-1%	1	-23%	13%	4%
CCC[C@@H](CNC)NC[C@H](Cc1ccccc1)NCCCCc1ccccc1	-5.3	-3%	3%	-2%	-3	-20%	-10%	-6%
CCOC(=O)c1ccc(Nc2ccc(-c3ccc(OC)c(OC)c3)nn2)cc1	-2.1	-6%	5%	-6%	·	-12%	29%	9%
CC(C)CCNC(=O)CN(Cc1ccccc1)C(=O)CCC(=O)Nc1ccccn1	-0.1	0%	7%[57.1 µM]	-13%	6	-2%	-8%	-1%
Cc1ccc(CNC(=O)c2cccc(OCc3c(C)noc3C)c2)cc1	0.0	-2%	-4%	-3%	8	-4%	11%	1%
Cc1nc(C)c(/C(O)=C/c2nc3ccccc3oc2=O)s1	0.4	0%	-21%	-28%	-7	-3%	-3%	3%
CCC(C)Sc1cccc(-c2nc3ccccn3c2NCc2ccccc2)c1 (centres undefined)	-3.5	4%	-9%	-80%[inhibitor]	5	0%	28%	-27%
CNc1cccc(-c2ccc(C(C)=O)s2)n1	0.6	0%	-9%	-6%	1	4%	-24%	-3%
CCC(C)(NC(=O)c1ccc(=O)[nH]c1)C(=O)NC1CCCC1 (centres undefined)	-1.8	-3%	-4%	-4%	0	6%	-30%	-7%
O=C(NCc1ccc(Cl)cc1)c1ccc(Cn2cc(C(F)(F)F)ccc2=O)cc1	-2.7	-9%	6%	-9%	·	-7%	27%	11%
COc1ccccc1NC(=O)C(C)OC(=O)c1ccc(-n2cnnn2)cc1 (centres undefined)	0.1	-7%	-1%	8%	0	-3%	15%	6%
COc1ccc(/C=N/NC(=O)C(C)N(c2ccc(OC)cc2)S(C)(=O)=O)cc1 (centres undefined)	0.0	27µM*	3%	-16%	-9	3%	-14%	10%
CCSc1nnc(-c2c[nH]c3ccccc23)o1	0.7	-1%	-15%	-4%	4	-22%	2%	-2%
COc1cccc(N(Cc2nnc3n2CCCCC3)C(=O)Nc2ccccc2)c1	1.5	0%	-3%	27%&-12%	4	-5%	-23%&12%	5%
CCCC(=O)N(Cc1cc(=O)[nH]c2ccccc12)c1ccccc1	1.4	?	-7%	-2%	-9	-13%	11%	-11%
CCCCc1c(O)nc(SCC(=O)c2ccccc2)n(-c2ccccc2C)c1=O	-0.4	1%	-12%	-6%	6	4%	20%	-6%
Cc1ncc([N+](=O)[O-])n1CC(=O)NCCc1ccccc1	-0.2	0%	3%	2%	-3	-9%	-26%	11%
CC1(C)C(c2ccccc2)=NC(c2ccccc2)N1O (centres undefined)	0.2	-11%	3%	-15%	-1	-5%	?	1%
Cc1cc(=O)n2nc(N3CCCC(C(=O)NCCC4=CCCCC4)C3)sc2n1 (centres undefined)	0.8	4%&-1%	-4%	7%	7	0%	5%	4%
O=C(NCCc1c[nH]c2ccccc12)C(=O)NCC1OCCCN1S(=O)(=O)c1cc(F)ccc1F (centres undefined)	-1.8	-5%	-5%	-7%	1	-4%	16%	-5%
CCCCc1c(-c2ccc(Br)cc2)ncn1CCc1ccccc1OC	-1.0	3%	-2%	17%	11	-9%	21%	-7%
C=CCC[C@@H](Cc1ccc(F)cc1)C(=O)OCCNC(=O)[C@@H](CC=C)CC(=O)N(CCO)Cc1ccccc1	-0.4	-2%	-4%	9%	1	-16%	?	-12%
CCC1Oc2ccc(C)cc2N(CC(=O)N(Cc2cccnc2)Cc2ccc(C)o2)C1=O (centres undefined)	-3.0	?	-8%	6%	·	7%	32%	5%
CS(=O)(=O)Nc1ccc2c(c1)C(=O)OC2	1.0	1%	-1%	-3%	3	-8%	-11%	0%
CCN1C(=O)[C@H]2[C@@H](c3ccc(C)cc3)N[C@]3(CCCN(Cc4ccccc4)C3=O)[C@H]2C1=O	-0.2	-12%	-5%	1%	-3	-2%	5%	-3%
COc1ccccc1NC(=O)N1c2ccc(F)cc2CCC1C (centres undefined)	-1.0	0%	6%	0%	2	?	-7%	4%
CCOC(=O)N1CCN(C(=O)c2nn(C)c3c2CSc2ccccc2-3)CC1	-4.3	-10%	-4%	2%	5	-8%	0%	-8%
CCCCn1nnnc1C(c1cc2ccccc2o1)N(C)CCc1ccccc1 (centres undefined)	-0.8	-6%	-1%	11%	12	-10%	17%	-9%
O=C(NCC(c1cccs1)N1CCOCC1)c1ccccc1NS(=O)(=O)c1ccc(Cl)cc1 (centres undefined)	0.0	-8%	-8%	-10%	4	2%	26%	0%
O=C(Nn1cnnc1)c1ccc(Cl)c([N+](=O)[O-])c1	0.8	-10%	4%	7%	-2	5%	6%	12%
CCOC(=O)c1nc(C)n(-c2ccc([N+](=O)[O-])cc2)n1	-0.1	-17%	1%	-7%	-2	8%	0%	5%
CC(C)(C)OC(=O)C[C@H]1C/C=C\C[C@@H](CC(=O)N[C@H](CO)Cc2ccccc2)C(=O)NCCOC1=O	-1.6	2%	-2%	-6%	-1	4%	2%	-2%
CC[n+]1ccc(/C=C/c2c[nH]c3ccccc23)cc1	211*	42%[activator]	-6%	5%	2	52%[activator]	-18%	?
CCOc1ccc(CC(=O)N/N=C(\C)c2cccnc2)cc1	-3.2	-15%	2%	-6%	0	-19%	11%	-2%
CC1CN(C(=O)N2c3ccccc3Sc3ccccc32)CC(C)O1 (centres undefined)	-1.0	-3%	-10%	-23%	2	-22%	25%	-3%
O=c1oc2ccccc2n1Cn1c(=O)oc2ccccc21	0.3	-4%	0%	-1%	-6	-9%	-33%	5%
CC(C)C(=O)NNC(=O)c1ccccn1	0.1	-8%	16%	-8%	0	6%	·	-1%
O=[N+]([O-])c1cccc(/C=C/C=N/Nc2nc(N3CCCCC3)nc(N3CCCCC3)n2)c1	0.5	3%	-1%	13%	-7	-15%	13%	7%
Cc1cccc(NC(=S)N/N=C(\c2ccccc2)C(C)C)c1	-0.5	-11%	-35%	-7%	-1	-11%	21%	18%
CCOc1ccc(C(c2c(C)[nH][nH]c2=O)c2c(C)[nH][nH]c2=O)cc1OCC	0.4	-24%	-14%	-34%[inhibitor]	8	-3%	·	-13%
Cc1nc(SC2CCOC2=O)c2c(C)c(C)sc2n1 (centres undefined)	0.2	-20%	6%	-12%	-13	6%	-13%	1%
O=C(OCC(=O)C12CC3CC(CC(C3)C1)C2)c1ccc(O)cc1	0.0	-11%	-7%	-9%	2	-21%	2%	6%
Oc1ccc(C[C@H]2CNC(=S)N2CC2CCCN2C[C@H](Cc2ccccc2)N2C[C@H](Cc3ccc(O)cc3)N(CC3CCCCC3)C2=S)cc1 (some centres undefined)	-0.9	2%	-7%	-14%	-28	-6%	?	-11%
Cc1oc(-c2ccccc2)nc1CS(=O)CC(=O)N1CCc2ccccc2C1 (centres undefined)	-3.0	?	7%	-13%	-1	2%	1%	10%

# Compound activity as filed in PubChem BioAssay.
